Rev-erbA mod: modulates human Rev-erb alpha binding to DNA | activity, % at 10 µM | P20393 | AID 1259318 | 370,000 compounds, 0.79% hits | Rev-erbα–FITC-DNA binding, fluorescence polarization, 90 min;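 active = activity above about 14%, limit read from the data; passing the limit was not always enough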;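 also: 0% = DMSO wells with 35 nM protein and 100% = DMSO wells with 750 nM protein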
LEDGF integ inh: blocks HIV-1 LEDGF/p75-dependent DNA integration. inhibition, % at 3.7 µM. AID 743269. TR-FRET IN-LEDGF/p75 DNA integration, Eu/Cy5. 370,000 compounds, 0.64% hits;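 active = inhibition above the screen-wide mean plus 3 SD, cut at about 13% in these data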;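 also: signal is the Cy5 over europium emission ratio at 671 and 618 nm; 0% = plate median of compound wells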
PG9 binder: small molecules binding HIV-1 gp120 antibody PG9 | TR-FRET gp120-PG9 antibody binding | 360,000 compounds, 0.43% hits | inhibition, % at 6.7 µM; in the data active = inhibition above about 8.5%
MBD2 DNA inh: inhibitors of human MBD2 binding to methylated oligonucleotide; Q9UBB5; TR-FRET; inhibition, % at 4.4 µM; 370,000 compounds, 0.31% hits; AID 686964; in the data active = inhibition above about 13%
ABHD4 inh: inhibitors of mouse ABHD4; Q8VD66; purified mABHD4, FP-Rh probe fluorescence polarization; inhibition, % at 8.92 µM; 370,000 compounds, 0.54% hits; AID 720543;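 active = inhibition exceeding the mean over every tested compound plus 3 SD, cut at about 30% in these data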;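 also: 0% = plate median of compound wells and 100% = S159A mutant with DMSO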
Target sequence (Q8VD66 whole entry, looked up): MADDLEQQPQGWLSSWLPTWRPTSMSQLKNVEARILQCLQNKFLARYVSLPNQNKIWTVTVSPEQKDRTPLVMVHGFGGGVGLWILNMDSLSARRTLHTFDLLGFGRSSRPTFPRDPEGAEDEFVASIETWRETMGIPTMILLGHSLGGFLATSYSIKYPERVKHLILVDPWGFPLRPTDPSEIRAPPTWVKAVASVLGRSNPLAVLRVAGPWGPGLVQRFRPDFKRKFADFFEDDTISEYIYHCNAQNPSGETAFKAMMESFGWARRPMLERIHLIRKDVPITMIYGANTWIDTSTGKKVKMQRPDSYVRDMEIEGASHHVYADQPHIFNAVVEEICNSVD
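assay system = mABHD4 protein | compound dosing = single nominal dose of 8.92 µM, 0.89% DMSO final | read-out basis = percent inhibition of probe binding, normalized to plate controls | schedule = Enzyme–compound pre-incubation 45 min, then probe 60 min, both 25 °C | detection = fluorescence polarization, excitation 525 nm, emission 598 nm, BODIPY TMR filters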
UHRF1 binding: blocks human UHRF1 binding to methylated DNA. UHRF1 binding to methylated oligo, TR-FRET. inhibition, % at 4.4 µM. 370,000 compounds, 0.75% hits. AID 687016; in the data active = inhibition above about 21%;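 also: UHRF1 SRA domain binding a hemimethylated CpG hairpin DNA probe; 0% = median of test compound wells and 100% = reference inhibitor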
TCR CD3 inh: inhibitors of human TCR-CD3 interaction; inhibition, % at 9.4 µM; TAMRA-labeled TCR probe fluorescence, biochemical; 360,000 compounds, 0.37% hits; AID 651800; in the data active = inhibition above about 19%;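 also: recombinant mutant TCR 2C K166C tagged with TAMRA read by polarization; 0% = receptor in buffer alone and 100% = receptor with positive control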
rCAG RNA binder: binds r(CAG) RNA repeats | r(CAG) RNA repeat, TO-PRO-1 dye displacement fluorescence | inhibition, % at 3 µM | 370,000 compounds, 1.3% hits;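 active = inhibition above the plate cutoff, the mean of all test compounds on that plate plus 3 SD, cut at about 35% in these data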;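 also: 0% = DMSO alone and 100% = 100 µM mitoxantrone as full dye displacement; higher means more dye released from RNA so lower well fluorescence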
PRMT1 inh: blocks human protein arginine methyltransferase 1 | Q99873 | recombinant PRMT1, activity-based probe fluorescence polarization | inhibition, % at 2.79 µM | 370,000 compounds, 1.3% hits;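 active = inhibition above about 21% made by adding two undisclosed values, limit read from the data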
HTRA1 inhibitor: blocks human HTRA1 serine peptidase. 340,000 compounds, 0.5% hits. recombinant HTRA1, FP-rhodamine activity-based probe, fluorescence polarization. inhibition, % at 5.96 µM; in the data active = inhibition above about 36%;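 also: 0% = enzyme with DMSO and 100% = wells lacking enzyme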
Target sequence (Q92743 whole entry, looked up): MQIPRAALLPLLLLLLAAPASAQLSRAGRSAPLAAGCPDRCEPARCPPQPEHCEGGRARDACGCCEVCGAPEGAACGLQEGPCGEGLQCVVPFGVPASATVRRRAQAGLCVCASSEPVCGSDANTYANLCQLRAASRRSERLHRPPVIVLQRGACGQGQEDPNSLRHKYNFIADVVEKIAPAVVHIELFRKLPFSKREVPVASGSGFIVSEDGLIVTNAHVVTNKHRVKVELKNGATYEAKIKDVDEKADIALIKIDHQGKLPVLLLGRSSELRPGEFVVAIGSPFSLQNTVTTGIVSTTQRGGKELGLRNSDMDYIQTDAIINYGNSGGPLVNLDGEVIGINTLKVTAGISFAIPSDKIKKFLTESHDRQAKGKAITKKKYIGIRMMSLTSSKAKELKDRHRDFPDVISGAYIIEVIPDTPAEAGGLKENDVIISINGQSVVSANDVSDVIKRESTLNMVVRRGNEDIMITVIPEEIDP
Starred values were filed as active, the others as inactive; . = no result given; & = joins results of further samples; ! = not active in a repeat. This is a subset. The share of hits here may be higher or lower than overall.

compound,Rev-erbA mod,LEDGF integ inh,PG9 binder,MBD2 DNA inh,ABHD4 inh,UHRF1 binding,TCR CD3 inh,rCAG RNA binder,PRMT1 inh,HTRA1 inhibitor
CC(C)(C)S(=O)(=O)c1cnc(N2CCOCC2)nc1N,-3,0,0.0,1,7,0,9,0,-2,-1
CCc1cc(=O)oc2cc(OCC(=O)NC3CC(C)(C)NC(C)(C)C3)ccc12,-6,-2,-1.6,-6,2,-2,4,5,-2,-2
O=C1/C(=C\c2ccc(Cl)cc2)CCC1CNc1ccc(Cl)cc1 (configuration not stated),2,-2,-0.1,-1,5,0,5,8,21,-8
CCOC(=O)C1=C(N)n2c(s/c(=C\c3cccs3)c2=O)=C(C(=O)OCC)C1c1cccs1 (configuration not stated),-4,-1,-1.5,-4,7,-2,8,5,-1,-2
CCCCC(=O)Nc1ccccc1Oc1ccccc1,-3,-3,-0.1,-1,1,0,1,-4,-3,-4
Cc1cc(=O)n(C)c(=O)n1CCCCOc1cccc([N+](=O)[O-])c1,3,-2,-1.3,3,-5,-3,4,-5,-3,-4
Cc1c(CCOC(=O)c2ccc(N3CCOCC3)c([N+](=O)[O-])c2)sc[n+]1CC#N,2,0,-4.4,-8,-2,-3,3,-2,2,10
CCCCN1CC(N2CCN(Cc3cccc(C)c3)CC2)CS1(=O)=O (configuration not stated),-1,-2,-0.2,3,2,0,1,-2,4,.
CC1CCN(c2c(NCC3CCC(C(=O)Nc4ccccn4)CC3)c(=O)c2=O)CC1 (configuration not stated),-2,-1,0.3,1,3,-3,8,0,3,2
CCCCNc1c(-c2ccc(OC)c(SC3CCCCC3)c2)nc2ccc(C)cn12,-2&2,1&0,2.9&2.3,-1&1,33*!,0&-2,-4&2,6&5,4&2,-1
COC(=O)[C@@]12CCCCC3=C1N(CCC3)C(=O)[C@H]2CC(=O)N1CCCCC1,-1,3,.,3,1,3,.,-2,-1,.
COc1ccccc1CCNC(=O)c1ccoc1C,-5,0,0.2,-3,10,-1,7,2,1,2
Cc1cc(=O)[nH]c(Nc2ccc(Cl)cc2)n1,3,3,0.4,3,0,-4,-4,9,-1,10
Cc1ccccc1SCC(=O)N/N=C/c1ccc(F)cc1,4,4,-1.2,-6,1,-4,4,1,-6,-11
CCc1ccccc1NC(=S)NCC1CCN(c2ccc(OC)cc2)C1 (configuration not stated),7,0,-4.6,1,7,-3,-1,-3,2,8
O=C1CCC[C@@H]2C=C[C@H](c3ccc(Br)cc3)[C@H]3CCN1[C@@H]32,-5,1,2.5,-5,-5,1,3,3,3,.
O=C(Nc1ccc(Cl)cc1)NC1CCCc2ccccc21 (configuration not stated),-4,-1,-1.4,2,-3,-2,4,2,-1,-4
Cc1cccc(Nc2nc(N3CCCC3)nc(N3CCCC3)n2)c1,5,-4,-0.6,5,8,1,7,3,1,4
Cc1nc(CC(=O)c2ccc(O)cc2O)cs1,1,-3,0.0,-6,0,-1,9,3,0,3
Cc1ccsc1/C=C(\C#N)C(=O)NC1CCS(=O)(=O)C1 (configuration not stated),5,0,-1.1,-7,-3,1,1,-2,-5,4
O=C(NCc1ccncc1)Nc1ccccc1,-1,0,-2.2,2,-3,0,0,1,-1,1
Cc1ncc(C[n+]2csc(CCO)c2C)c(N)n1,-3&-2,-3&-1,0.1&-0.5,-1&-3,-4&4,-1&1,13&4,3&2,3&-2,4&1
COc1ccc(OC)c(NC(=O)C2CCCNC2=O)c1 (configuration not stated),-2,-2,0.1,-6,0,1,3,0,4,-4
O=C(NCCN1CCOCC1)c1cccc(S(=O)(=O)Nc2cc(Cl)ccc2Cl)c1,1,1,-0.3,-4,-5,1,7,24,-2,6
Cc1nc2oc(C(=O)c3ccc(Br)cc3)c(N)c2c2c1COC(C)(C)C2,-2,4,0.8,-5,10,2,3,1,-1,-6
Cc1c(C(=O)O)sc(S(=O)(=O)N2CCN(C(=O)Cc3ccc(Cl)cc3)CC2)c1C(=O)O,2,0,-1.6,5,4,20,5,1,0,4
CC1CC(C)CN(C(=O)CN2C(=O)NC(C)(C)C2=O)C1 (configuration not stated),-4,-1,0.0,-3,1,-3,10,-3,-3,-1
Cc1cccc2sc(NC(=O)CCNS(=O)(=O)c3cccc4nonc34)nc12,0,-1,-0.9,-2,-4,4,2,13,4,-17
Cc1ccc(Cl)cc1N1CCN(S(=O)(=O)c2ccc(-c3ccc(=O)[nH]n3)o2)CC1,135*,4,0.3,-7,-6,-2,0,5,-2,-1
CS(=O)(=O)N1CCN(C(=O)NC2CCCCC2)CC1,3,-2,-0.2,-4,2,2,-5,0,4,5
Cc1ccc(C)c(NS(=O)(=O)c2ccc(OCC(=O)NCc3ccco3)cc2)c1,-3,-2,-1.2,-4,-3,0,13,2,-3,-2
Cc1cc(C(F)(F)F)n(-c2nc(C(=O)NNS(=O)(=O)c3ccccc3)cs2)n1,2,2,-2.2,-4,-6,3,-6,22,-2,-4
CCn1nc2cc(C(=O)NCC34CC5CC(CC(C5)C3)C4)ccc2c1OC,6,2,-2.4,-6,4,-2,2,-2,1,-1
O=C(CSc1ccc(-c2ccncc2)nn1)c1ccccc1,0,0,-0.2,2,-2,-3,3,-2,2,3
O=C(O)Cn1cnc2c(OCc3ccccc3)ncnc21,-8,-6,0.2,1,5,-1,-4,0,-1,-1
NC(=S)Nc1ccccc1Br,-1,0,-3.3,4,7,-2,-1,1,-1,4
NS(=O)(=O)c1ccc(NS(=O)(=O)c2ccc(C3CNC(=O)C3)cc2)cc1 (configuration not stated),1,6,0.7,2,-5,4,-6,0,-4,1
CCOC(=O)c1ccccc1NC(=S)N1CCC(C(N)=O)CC1,2,-8,1.9,1,3,-2,-5,0,3,-3
Cc1ccc(S(=O)(=O)N2CCOCC2)cc1NC(=O)Cn1nc(C)c([N+](=O)[O-])c1C,-6,2,0.3,1,0,1,0,5,-2,3
CCN(CC)C(=O)Cn1cnc2sc(C(=O)NCCCN3CCOCC3)c(C)c2c1=O,-2,-4,0.4,5,1,1,-7,-2,2,2
CCCOc1ccc(C(=O)N/N=C/c2c[nH]c3ccc(Br)cc23)cc1,-1,-1,-1.5,-1,-7,3,0,37*,4,1
C[C@@H](C(=O)Nc1ccc2c(c1)OCCO2)n1c(=O)[nH]c2ccccc2c1=O,0,-9,-0.2,1,1,5,-6,3,8,0
COC(=O)c1ccc(CSc2nnc(NC(C)C)s2)cc1,-3,-1,-0.7,-5,-2,0,7,-5,0,-4
O=C(CCN1C(=O)/C(=C/c2ccccc2Cl)SC1=S)N1CCOCC1,-2,0,0.8,1,-9,6,-6,-2,7,-1
COC(=O)c1cc(Nc2cc(C)nc3ncnn23)cc(C(=O)OC)c1,6,3,-0.9,-6,-5,0,7,3,-6,8
CCCCCCC12C(=Cc3cc4c(cc31)OCCO4)c1cc(OC)c(OC)cc1C(CC(=O)OC)N2C(=O)OC (configuration not stated),0,1,0.1,0,-3,-2,-5,7,0,.
COc1ccc2c(COC(=O)[C@H](C)NS(=O)(=O)c3ccccc3F)cc(=O)oc2c1,-6,0,1.5,-3,1,-1,4,9,-1,-3
Cc1c(-c2cccc(NC(=O)c3cccs3)c2)nc2ncccn12,0,-7,-0.4,2,-15,2,-8,3,7,-4
CC(C)c1nc(CNC(=O)C2CCC(=O)N(CCc3cccc(F)c3)C2)cs1 (configuration not stated),-3,-1,-1.5,-1,-7,2,3,0,-3,6
Cc1ccc(C(=O)NCCNC(=O)COc2ccc(Cl)cc2)cn1,7,-1,-0.7,-3,-3,-2,1,-2,-4,-5
Cc1[nH]c2ccccc2c1C(=O)CCl,4,-3,-2.9,1,9,-1,-3,-2,2,6
CC(C)OC(=O)CC12CN3CN(C1)CC(CC(=O)OC(C)C)(C3)C2=O,2,1,-1.2,0,-4,0,-3,-5,1,-1
Cc1cccc(C(CC(=O)NCCc2ccccc2)c2ccccc2)c1O (configuration not stated),0,3,0.0,-5,-3,1,-3,-4,-1,-28
COC(=O)c1c(NC(C)=O)sc2c1CCCC2,-4,-2,0.4,-3,-6,-3,-2,-2,3,-2
C[C@H](CO)N1C[C@H](C)[C@@H](CN(C)S(=O)(=O)c2ccccc2F)Oc2ncc(Br)cc2C1=O,10,-4,-1.7,5,-13,3,-7,2,6,3
CCc1ccc(C2CC(c3ccccc3C)n3nc(N)nc3N2)cc1 (configuration not stated),0,6,1.7,-5,-2,-1,1,0,-4,-4
O=S(=O)(NCc1ccc(Cl)cc1Cl)c1ccc(N2CCOCC2)nc1,1,0,0.3,-2,-7,-1,1,-3,0,-4
C#CCOc1ccc(CNC[C@H]2O[C@@H](n3cnc4c(N)ncnc43)[C@H](O)[C@@H]2O)cc1,0,3,-2.7,-2,8,0,1,1,1,-2
CCOC(=O)C1CCCN(CC(O)COCc2ccc3c(c2)OCO3)C1 (configuration not stated),0,6,-2.5,5,8,2,-4,-8,0,-1
COc1ccc(NC(=O)C2CCCN2c2nn3c(=O)cc(C)nc3s2)cc1 (configuration not stated),-3,1,0.2,-3,-6,-1,8,5,0,1

The list goes on:
compound,Rev-erbA mod,LEDGF integ inh,PG9 binder,MBD2 DNA inh,ABHD4 inh,UHRF1 binding,TCR CD3 inh,rCAG RNA binder,PRMT1 inh,HTRA1 inhibitor
COc1ccccc1NC(=S)N(Cc1cccs1)C1CCCC1,-6,-3,0.3,3,-4,4,-10,-4,2,0
CC(CCOC1=NS(=O)(=O)c2ccccc21)NC(=O)C(=O)Nc1ccccc1 (configuration not stated),-3,2,-0.9,-3,5,-1,0,0,2,-2
Cc1nn(-c2ncc(C(F)(F)F)cc2Cl)c(=O)n1-c1cccc(Cl)c1,3,-4,1.3,3,7,-1,-4,1,0,-3
O=C(NCc1ccccc1)C1c2ccccc2OCC(=O)N1Cc1ccco1 (configuration not stated),-3,0,0.4,-2,4,0,4,3,-2,.
CCCNC(=O)C1(C)CCN(C(=O)c2ccc3ccccc3c2)C1 (configuration not stated),2,1,1.6,-3,1,0,-4,-2,6,.
Cn1c(=O)c2c(ncn2CC(=O)N/N=C/c2ccco2)n(C)c1=O,2,-2,-1.6,2,2,-5,0,-2,2,10
CCCOc1ccc(-c2nnc(-c3ccco3)o2)cc1,4,4,-2.5,-2,-13,-3,6,-4,-1,-2
CN(C(=O)CSc1nnc(-c2cccs2)n1N)c1ccccc1,-4,-3,0.8,-4,2,-1,-8,3,0,0
Cc1cccc(C(=O)NNC(=O)CCn2nnc3ccccc32)c1,-5,1,0.6,2,1,2,9,-1,1,2
NC(=S)N/N=C/c1ccc(-c2ccc([N+](=O)[O-])cc2)o1,-4,-4,-3.8,-6,15,-2,3,19,21*,22
CCN(CC)CCCOc1nc(C)nc2c1oc1ccccc12,0,-2,1.3,4,0,-32,-2,2,2,4
Cc1ccc(Nc2nc(CSc3nnc(-c4ccncc4)n3-c3ccccc3C)cs2)cc1,3,2,-1.3,4,7,1,5,-2,0,-23

Arranged by heavy-atom count (high to low): part of the list above
compound,Rev-erbA mod,LEDGF integ inh,PG9 binder,MBD2 DNA inh,ABHD4 inh,UHRF1 binding,TCR CD3 inh,rCAG RNA binder,PRMT1 inh,HTRA1 inhibitor
Cc1ccc(Nc2nc(CSc3nnc(-c4ccncc4)n3-c3ccccc3C)cs2)cc1,3,2,-1.3,4,7,1,5,-2,0,-23
CCCNC(=O)C1(C)CCN(C(=O)c2ccc3ccccc3c2)C1 (configuration not stated),2,1,1.6,-3,1,0,-4,-2,6,.
COc1ccccc1NC(=S)N(Cc1cccs1)C1CCCC1,-6,-3,0.3,3,-4,4,-10,-4,2,0

Bioassay records (PubChem)
